Hck Nef HTS: human Hck-Nef kinase inhibition; Recombinant Hck-YEEI plus Nef, Z-Lyte FRET kinase assay; inhibition, % at 20 µM; 220,000 compounds, 0.68% hits; AID 463187; P08631;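 active = Hck-Nef kinase inhibition above about 50%, limit read from the data; inactive = inhibition below that limit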;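 note: 0% = DMSO with Hck plus Nef and 100% = Hck alone without Nef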
Runt-CBFb FRET: Runt domain-CBFb interaction inhibition | Q01196+Q13951 | Cerulean-Runt/Venus-CBFb FRET ratio 530/480, 1 h | inhibition, % at 20 µM | 220,000 compounds, 0.46% hits;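 active = inhibition over about 50% at 20 µM in the single-dose screen, limit read from the data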;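 note: 0% = DMSO wells and 100% = excess unlabeled CBFb competitor control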
Target sequence (Q01196 whole entry, looked up, the tested form may be a part): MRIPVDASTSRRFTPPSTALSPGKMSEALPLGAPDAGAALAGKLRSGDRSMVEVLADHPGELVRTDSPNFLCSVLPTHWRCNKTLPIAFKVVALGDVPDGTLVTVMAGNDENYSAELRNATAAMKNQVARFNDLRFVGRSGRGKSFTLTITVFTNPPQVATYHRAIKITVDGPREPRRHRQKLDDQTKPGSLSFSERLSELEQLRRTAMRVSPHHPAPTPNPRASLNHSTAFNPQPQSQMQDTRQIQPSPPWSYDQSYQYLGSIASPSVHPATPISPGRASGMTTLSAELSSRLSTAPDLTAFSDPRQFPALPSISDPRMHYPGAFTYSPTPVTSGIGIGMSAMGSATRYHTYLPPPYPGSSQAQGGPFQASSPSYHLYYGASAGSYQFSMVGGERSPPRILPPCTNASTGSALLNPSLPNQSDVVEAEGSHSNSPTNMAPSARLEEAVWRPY
Target sequence (Q13951 whole entry, looked up, the tested form may be a part): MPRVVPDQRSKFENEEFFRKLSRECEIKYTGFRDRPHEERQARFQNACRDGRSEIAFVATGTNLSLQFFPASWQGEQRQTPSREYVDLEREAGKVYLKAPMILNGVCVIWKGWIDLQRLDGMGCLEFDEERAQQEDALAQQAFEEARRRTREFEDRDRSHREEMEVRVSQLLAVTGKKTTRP
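Assay system: Cerulean-tagged RUNX1 Runt domain (FRET donor) fusion protein / Amount: 100 nM each of Venus-CBFb and Cerulean-Runt domain / Medium: Tris buffer pH 7.5 with salts and BSA / Also added: Venus-CBFb 100 nM / Schedule: 1 h complex formation plus 1 h compound treatment, room temperature / Signal: FRET fluorescence / Read-out: loss of energy transfer signal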
EBV gp42 inh: blocks Epstein-Barr virus glycoprotein 42 binding; Q1HVG2; Fluorescence polarization binding assay, mP read-out; inhibition, % (tested at 21.74 µM); 220,000 compounds, 0.42% hits; AID 1085; in the data active = inhibition above about 50%
14-3-3 Bad inh: disrupts binding of bovine 14-3-3 zeta to phospho-Bad peptide; P63103; TR-FRET 14-3-3zeta/Dy647-pBad peptide displacement, 1 h; inhibition, % at 21.7 µM; 220,000 compounds, 0.71% hits; AID 781;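 active = inhibition above about 70%, limit read from the data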;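 note: 0% = full 14-3-3 plus peptide FRET controls and 100% = background without 14-3-3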
Target sequence (P63103 whole entry, looked up): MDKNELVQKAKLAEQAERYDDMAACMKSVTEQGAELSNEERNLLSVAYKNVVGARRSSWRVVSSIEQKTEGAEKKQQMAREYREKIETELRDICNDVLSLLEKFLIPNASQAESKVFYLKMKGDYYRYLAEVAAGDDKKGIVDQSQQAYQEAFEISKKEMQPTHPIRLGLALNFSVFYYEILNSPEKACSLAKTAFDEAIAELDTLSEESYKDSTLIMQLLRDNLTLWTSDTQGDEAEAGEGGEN
Runt-SMMHC FRET: Runt domain-CBFb-SMMHC interaction inhibition; Cerulean-Runt/Venus-CBFb-SMMHC FRET ratio 530/480, 1 h; inhibition, % at 20 µM; 220,000 compounds, 0.74% hits; AID 1434;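 active = mean inhibition across duplicate retests at 20 µM reaching about 50%, limit read from the data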;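 note: 0% = DMSO wells and 100% = wells with excess untagged CBFb-SMMHC; inhibitors lower the FRET ratio by blocking Runt binding to CBFb-SMMHC; some results filed as inactive read as strong as hits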
TbHK1 inh: T. brucei hexokinase 1 inhibition; recombinant TbHK1, G6PDH-coupled NADH A340; inhibition, % at 10 µM; 220,000 compounds, 0.11% hits; AID 1430;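 active = inhibition of 50% or more in the single-dose primary screen; inactive = inhibition below 50%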
p47phox inh: p47phox (human) inhibition; P14598; p47phox/p22phox peptide binding, fluorescence polarization, 2 h; inhibition, % at 24.7 µM; 220,000 compounds, 0.53% hits;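 active = inhibition above about 30%, limit read from the data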;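 note: 0% = p47phox with labelled peptide and 100% = labelled peptide alone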
zVAD death inh: blocks zVAD induced death of L929 cells; L929 zVAD necroptosis rescue, ATP luminescence, 24 h; with zVAD 60 µM; 220,000 compounds, 0.38% hits; viability rescue, % at 10 µM; AID 1377;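 active = activation, scaled between plate controls, above about 75%, limit read from the data; inactive = activation under that limit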;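 note: 0% = zVAD with DMSO and 100% = DMSO alone without zVAD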
Mdm2 ligase inh: Mdm2 E3 ligase (human) inhibition. 210,000 compounds, 0.11% hits. cell-based MDM2 ubiquitination luciferase reporter, 2 h; 0 = plate control, 100 = twice control, blank-subtracted. Q00987. signal enhancement, % at 5 µM;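 active = signal enhancement of 30% or more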;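 note: luminescence tracks abundance of the self-degrading MDM2-luciferase fusion protein; higher signal means inhibition of MDM2 E3 ligase activity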
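System: stable MDM2–luciferase fusion reporter cells / Input: 2000 cells seeded into each well / Schedule: 4 h settle plus 2 h compound, 37 °C / Compound: single-point 5 µM / Buffer or medium: cells held in DMEM / Benchmarks: control and blank well means / Evaluation: percent signal gain over controls, blank-subtracted / Measured by: luciferase luminescence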
Starred values were filed as active, the others as inactive; / = no result given; [ ] = dose if it differs, or a comment. Rows are unselected, and some 3.2% of all compounds hit somewhere here.

Screens by letter: A = Hck Nef HTS; B = Runt-CBFb FRET; C = EBV gp42 inh; D = 14-3-3 Bad inh; E = Runt-SMMHC FRET; F = TbHK1 inh; G = p47phox inh; H = zVAD death inh; I = Mdm2 ligase inh
(1) CC1(C)CC(=O)C(C(=S)Nc2ccccc2)=C(NCCN2CCOCC2)C1
  A: 0 | B: -3 | C: -4 | D: -4 | E: 4 | F: -6 | G: -8 | H: 0.0 | I: -2

(2) Oc1c(C(c2ccco2)N2CCN(C(c3ccccc3)c3ccccc3)CC2)sc2ncnn12 (centres undefined)
  A: 3 | B: 9 | C: 7 | D: 3 | E: 1 | F: -20 | G: -52 | H: 1.5 | I: -7

(3) COc1ccc(NC(=O)Nc2ccccc2SC)cc1OC
  A: 4 | B: 3 | C: 1 | D: 2 | E: -6 | F: -4 | G: / | H: 0.7 | I: 8

(4) CN=c1scc(-c2ccc(OC)cc2)n1/N=C(\C)c1cccnc1
  A: 21 | B: -30 | C: -19 | D: -10 | E: -5 | F: -5 | G: -17 | H: 49 | I: -14

(5) C#CCOc1c(Br)cc(/C=N\NC(=O)CN2CCOCC2)cc1OCC
  A: 3 | B: 2 | C: -6 | D: -2 | E: -2 | F: -10 | G: -6 | H: -0.4 | I: -4

(6) COc1ccc(OC)c(NC(=S)N2CCN(C/C=C/c3ccccc3)CC2)c1
  A: 1 | B: 3 | C: -13 | D: -11 | E: -4 | F: -6 | G: -11 | H: -0.5 | I: 0

(7) O=C(CSc1ncnc2c1oc1ccccc12)N1CCCc2ccccc21
  A: 3 | B: -3 | C: 7 | D: -3 | E: 0 | F: -3 | G: 1 | H: -0.1 | I: -10

(8) Cc1ccc(NC(=O)c2cccc(N3C(=O)C4C5CCC(C5)C4C3=O)c2)c(C)c1 (centres undefined)
  A: 0 | B: 0 | C: -8 | D: 8 | E: 0 | F: 3 | G: -12 | H: 0.7 | I: -8

(9) c1ccc(SCCN2CCc3ccccc3C2)cc1
  A: 1 | B: -3 | C: -15 | D: 38 | E: 3 | F: 3 | G: -3 | H: / | I: -4

(10) CCOC(=O)CNC(=O)CSc1nccn1Cc1ccco1
  A: -5 | B: 0 | C: -3 | D: 0 | E: -4 | F: -4 | G: -6 | H: 1.0 | I: -3

(11) O=C(NCCOc1cccc(Cl)c1Cl)c1cc(-n2cnnc2)ccc1Cl
  A: -1 | B: 1 | C: -17 | D: -3 | E: 2 | F: -3 | G: -20 | H: -0.1 | I: -44

(12) Cc1ccc(C)c(OCC(=O)N/N=C/c2c(C)nn(-c3ccccc3)c2Cl)c1
  A: 2 | B: -2 | C: 5 | D: 1 | E: 0 | F: 5 | G: -6 | H: 0.7 | I: -18

(13) COC(=O)c1[nH]c2c(c1C)C(=O)CC(c1ccccc1)C2 (centres undefined)
  A: 0 | B: -1 | C: -8 | D: -8 | E: 0 | F: 0 | G: -1 | H: -0.3 | I: 9

(14) Cc1ccccc1OCC(=O)Nc1ccc2c(c1)OCO2
  A: 0 | B: -1 | C: 7 | D: -11 | E: -6 | F: 6 | G: 1 | H: -0.3 | I: -16

(15) FC(F)(F)c1nc(NCC2CCCO2)c2nnn(Cc3ccccc3Cl)c2n1 (centres undefined)
  A: 13 | B: -4 | C: -16 | D: -11 | E: 3 | F: 8 | G: -2 | H: -0.9 | I: -20

(16) COC(=O)c1cc(C#N)c(N2CC(C)OC(C)C2)nc1C (centres undefined)
  A: -4 | B: -1 | C: 8 | D: 5 | E: 4 | F: -2 | G: -13 | H: 0.2 | I: -2

(17) CN(C)CCN(C(=O)c1ccccc1Cl)c1nc2c(Cl)cccc2s1
  A: 3 | B: -3 | C: -18 | D: -3[fluorescence artefact?] | E: -3 | F: 5 | G: 0 | H: -0.5 | I: -6

(18) O=[N+]([O-])c1ccc(O)c(/C=N/NC2=NS(=O)(=O)c3ccccc32)c1
  A: 10 | B: 0 | C: -39 | D: -12 | E: -6 | F: 10 | G: -2 | H: 0.2 | I: -33

(19) COc1ccc(-c2nn(C)c3sc(C(=O)NCc4ccco4)cc23)cc1OC
  A: -2 | B: 3 | C: -9 | D: 11 | E: 4 | F: -2 | G: -1 | H: 2.9 | I: -8

(20) O=C(CN1CCCCC1)Nc1ccc(Br)cc1[N+](=O)[O-]
  A: 0 | B: 0 | C: -6 | D: -11 | E: 0 | F: -1 | G: -3 | H: 0.0 | I: -7

(21) O=C(c1ccc(Cl)cc1)N1CCCC(C(=O)N2CCN(c3ccccc3)CC2)C1 (centres undefined)
  A: 8 | B: 1 | C: -14 | D: -3 | E: -4 | F: -11 | G: 7 | H: 1.9 | I: -14

(22) O=C(NCCN1CCOCC1)c1cc2sccc2n1Cc1ccc(F)cc1
  A: -4 | B: 1 | C: -6 | D: -7 | E: -1 | F: -3 | G: -16 | H: 0.7 | I: 1

(23) COc1ccc(C(c2c(O)ccc3ccccc23)N2CCOCC2)c(OC)c1 (centres undefined)
  A: 1 | B: 7 | C: -5 | D: -7 | E: 4 | F: -14 | G: -8 | H: 13 | I: -10

(24) COc1ccc(/C=C/C(=O)Nc2ccncc2)cc1OC
  A: 19 | B: / | C: -19 | D: -4 | E: / | F: -33 | G: 0 | H: 13 | I: -7

(25) Cc1ccc(-n2nnnc2SC(C)C(=O)Nc2ccc(Cl)cn2)cc1 (centres undefined)
  A: 4 | B: -3 | C: 7 | D: 6 | E: -7 | F: 5 | G: 2 | H: 0.9 | I: -13

(26) O=C(NCc1ccco1)c1sc2cc(Cl)ccc2c1Cl
  A: 5 | B: 0 | C: -23 | D: 2 | E: 2 | F: 4 | G: -15 | H: -0.1 | I: /

(27) O=c1cnnc(Nc2ccccc2F)[nH]1
  A: 14 | B: 0 | C: -23 | D: -11 | E: -3 | F: -1 | G: -1 | H: 0.6 | I: 8

(28) C#CCOCCOCCOCCNc1nc(N2CCN(C(=O)C([C@@H](C)CC)n3cc(C(N)CC(C)C)nn3)CC2)nc(N2CCN(C(=O)[C@H](CCC(=O)O)n3cc(C(N)CC(C)C)nn3)CC2)n1 (some centres undefined)
  A: -3 | B: -1 | C: -8 | D: 14 | E: 0 | F: -12 | G: / | H: 0.0 | I: /

(29) Cc1noc(C)c1S(=O)(=O)N1CCC(C(=O)N2CCN(c3ccc(F)cc3)CC2)CC1
  A: -25 | B: 3 | C: -22 | D: -6 | E: -2 | F: 1 | G: -2 | H: -0.2 | I: -9

(30) O=C(CSc1nnc(-c2cccs2)n1-c1ccccc1)NCC1CCCO1 (centres undefined)
  A: 0 | B: 1 | C: -2 | D: 7 | E: -6 | F: 0 | G: -10 | H: -0.2 | I: -13

(31) O=C(NCc1cccs1)c1ccc(N2CCCC2=O)cc1
  A: 8 | B: 3 | C: -10 | D: -2[fluorescence artefact?] | E: 6 | F: -7 | G: -6 | H: -0.7 | I: -15

(32) COCCN(C(=S)Nc1cccc(OC)c1)C(C)c1cccs1 (centres undefined)
  A: 2 | B: 5 | C: 8 | D: -1 | E: -3 | F: -7 | G: -14 | H: -1.2 | I: /

(33) CCN(CC)c1ccc(C2C(C(=O)OC(C)C)C(=O)CC(C)(O)C2C(=O)OC(C)C)cc1 (centres undefined)
  A: 10 | B: -2 | C: -24 | D: -10 | E: 0 | F: -12 | G: -4 | H: -0.2 | I: -12

(34) CCOC(=O)C1(C(C)(C)CC)CC(CSc2nc3ccccc3[nH]2)OC1=O (centres undefined)
  A: 4 | B: -5 | C: -4 | D: 54 | E: -2 | F: 13 | G: -19 | H: -0.6 | I: -3

(35) N#Cc1c(N)n(-c2ccc(O)cc2)c2nc3ccccc3nc12
  A: 31 | B: 4 | C: -11 | D: -9 | E: 12 | F: -15 | G: 6 | H: 1.1 | I: -13

(36) COCCN(Cc1cc2cc(C)ccc2n2nnnc12)C(=S)Nc1ccc(C)cc1
  A: -14 | B: -4 | C: -9 | D: -50 | E: 4 | F: -10 | G: -1 | H: 2.0 | I: -9

(37) O=C(C1=C[C@@H](c2ccc(C(F)(F)F)cc2)C[C@@H](OCCCCO)O1)N1CCOCC1
  A: 6 | B: -4 | C: -4 | D: 0 | E: 2 | F: -7 | G: / | H: -0.2 | I: /

(38) O=C(CCC(=O)N1CCN(c2ccccc2F)CC1)c1ccc(F)cc1
  A: 16 | B: 0 | C: -17 | D: -5 | E: -3 | F: -3 | G: -8 | H: 0.2 | I: -1

(39) CC12COC3(C(=O)Nc4ccccc4)CC1CCC32C (centres undefined)
  A: 17 | B: 2 | C: -30 | D: 5 | E: -3 | F: -4 | G: -10 | H: 3.6 | I: -3

(40) CCCCNC(=O)N(O)C1N(/N=C/c2cccs2)C(=S)SC1(C)C (centres undefined)
  A: 0 | B: -3 | C: -12 | D: -3 | E: 1 | F: -35 | G: 3 | H: -0.5 | I: 2

(41) NS(=O)(=O)c1ccc(NC(=O)COC(=O)c2ccc3c(c2)OCCO3)cc1
  A: 17 | B: -1 | C: -3 | D: -5 | E: 1 | F: -3 | G: -17 | H: 1.4 | I: -5

(42) O=C(c1ccc(COc2c(F)c(F)c(F)c(F)c2F)o1)N1CCOCC1
  A: 3 | B: 3 | C: -18 | D: 2 | E: 3 | F: 4 | G: -7 | H: -0.5 | I: -5

(43) O=C(Nc1ccccc1)Nc1nnc(-c2ccccc2)s1
  A: 10 | B: 1 | C: -9 | D: 1 | E: -3 | F: -26 | G: -5 | H: 3.2 | I: -14

(44) Cc1c(NC(=O)C(C)OC(=O)c2c3c(nc4ccccc24)CCC3)c(=O)n(-c2ccccc2)n1C (centres undefined)
  A: 0 | B: 0 | C: 10 | D: -5 | E: -4 | F: 1 | G: -5 | H: -0.5 | I: -16

(45) CCOc1cc(CNn2cnnc2)cc(Br)c1OCC(=O)NC1CCCCC1
  A: 0 | B: -1 | C: -12 | D: 0[fluorescence artefact?] | E: 0 | F: 2 | G: 8 | H: -0.1 | I: 5

(46) CCn1c2ccccc2c2cc(N=C3SC(CC(=O)Nc4ccccc4OC)C(=O)N3C)ccc21 (centres undefined)
  A: 0 | B: -5 | C: -24 | D: -6 | E: -11 | F: -25 | G: -27 | H: 0.4 | I: -20

(47) N#Cc1ccc(COc2ccc(CCO)cc2-n2nc3ccccc3n2)cc1
  A: -1 | B: -3 | C: 16 | D: -1 | E: -2 | F: 5 | G: -14 | H: 0.0 | I: -19

(48) CC[C@@H](NS(=O)(=O)c1ccc(C)cc1)C(=O)Oc1ccc2c3c(c(=O)oc2c1)CCC3
  A: 24 | B: 6 | C: -3 | D: -2 | E: 12 | F: -10 | G: -3 | H: 0.2 | I: -10

Quoted at random: 3 records from the list, in no set order.
Screens by letter: A = Hck Nef HTS; B = Runt-CBFb FRET; C = EBV gp42 inh; D = 14-3-3 Bad inh; E = Runt-SMMHC FRET; F = TbHK1 inh; G = p47phox inh; H = zVAD death inh; I = Mdm2 ligase inh
(38) O=C(CCC(=O)N1CCN(c2ccccc2F)CC1)c1ccc(F)cc1
  A: 16 | B: 0 | C: -17 | D: -5 | E: -3 | F: -3 | G: -8 | H: 0.2 | I: -1

(34) CCOC(=O)C1(C(C)(C)CC)CC(CSc2nc3ccccc3[nH]2)OC1=O (centres undefined)
  A: 4 | B: -5 | C: -4 | D: 54 | E: -2 | F: 13 | G: -19 | H: -0.6 | I: -3

(44) Cc1c(NC(=O)C(C)OC(=O)c2c3c(nc4ccccc24)CCC3)c(=O)n(-c2ccccc2)n1C (centres undefined)
  A: 0 | B: 0 | C: 10 | D: -5 | E: -4 | F: 1 | G: -5 | H: -0.5 | I: -16

Screens as filed in PubChem.
